Screens deposited in PubChem by The Scripps Research Institute Molecular Screening Center.
GPR151 ag: activators of human GPR151, primary screen, cell-based, PathHunter beta-arrestin, luminescence. AID 1508602, 2020. hit rate 1% among 650,000. PathHunter beta-arrestin GPR151 cells. activation, % at 11.2 µM. G-protein coupled receptor 151 (Homo sapiens), Q8TDV0; in the data active = activation above about 4.9%;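 note: 0% = median of compound wells and 100% = cells with positive control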
Target sequence (Q8TDV0 whole entry, looked up): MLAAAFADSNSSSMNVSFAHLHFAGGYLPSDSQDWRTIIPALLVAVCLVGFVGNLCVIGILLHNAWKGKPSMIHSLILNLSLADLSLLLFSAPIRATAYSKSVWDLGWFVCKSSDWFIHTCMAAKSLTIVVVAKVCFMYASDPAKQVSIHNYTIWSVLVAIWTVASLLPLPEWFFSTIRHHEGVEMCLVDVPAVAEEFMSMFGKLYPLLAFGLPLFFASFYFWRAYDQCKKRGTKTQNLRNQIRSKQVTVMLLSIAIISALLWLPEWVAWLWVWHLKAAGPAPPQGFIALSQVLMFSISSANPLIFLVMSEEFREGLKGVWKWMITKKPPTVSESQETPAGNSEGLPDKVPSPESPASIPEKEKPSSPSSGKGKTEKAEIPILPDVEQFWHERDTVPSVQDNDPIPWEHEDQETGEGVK
MITF inh: MITF inhibitors, primary screen, biochemical, AlphaScreen, human. AlphaScreen MITF homodimerization, bead proximity signal. inhibition, % at 2.6 µM. hit rate 0.91% among 650,000. AID 1259374, 2018; in the data active = inhibition above about 50%;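 note: 0% = vehicle wells with protein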
Target sequence (O75030 whole entry, looked up): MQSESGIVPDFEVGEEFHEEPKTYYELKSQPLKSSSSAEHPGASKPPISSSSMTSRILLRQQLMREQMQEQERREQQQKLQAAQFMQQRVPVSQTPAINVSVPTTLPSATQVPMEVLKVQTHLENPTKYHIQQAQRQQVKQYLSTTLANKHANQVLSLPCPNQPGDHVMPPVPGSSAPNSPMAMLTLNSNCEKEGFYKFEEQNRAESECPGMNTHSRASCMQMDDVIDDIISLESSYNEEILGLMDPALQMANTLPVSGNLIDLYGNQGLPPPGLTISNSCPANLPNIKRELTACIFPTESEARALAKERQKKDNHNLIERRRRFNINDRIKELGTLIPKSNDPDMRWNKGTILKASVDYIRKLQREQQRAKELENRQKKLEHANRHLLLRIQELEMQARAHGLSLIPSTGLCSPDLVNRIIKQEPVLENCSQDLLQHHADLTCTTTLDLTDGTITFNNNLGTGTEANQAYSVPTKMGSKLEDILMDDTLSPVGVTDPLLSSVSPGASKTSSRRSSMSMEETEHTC
FBW7 activator: FBW7 E3 ligase activators, primary screen, biochemical, AlphaScreen, human | AlphaScreen FBW7–phospho-cyclin E peptide binding, activator screen | hit rate 0.13% among 650,000 | AID 1259310, 2017 | normalized activity (activation), % at 26.1 µM; in the data active = normalized activity above about 1.9%;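 note: purified mutant Fbw7 with reduced substrate affinity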
TEAD-YAP inh: TEAD-YAP interaction inhibition, primary screen, TEAD-YAP interaction inhibitor project, luminescence, HEK-TIYL cells; TEAD-Gal4/YAP UAS-luciferase luminescence; AID 1259422, 2018; inhibition, % at 9.12 µM; hit rate 1.4% among 640,000; in the data active = inhibition above about 32%;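 note: 0% = median of test compound wells and 100% = reference inhibitor wells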
Numbers without * were called inactive.

SMILES | GPR151 ag | MITF inh | FBW7 activator | TEAD-YAP inh
C=CCn1c(NCC)nc2c1c(=O)[nH]c(=O)n2C | -0.2 | -9 | 0.1 | -3
COc1ccc(C(=O)NNC(=S)NC2CCCCC2)cc1OC | -0.3 | -3 | -0.1 | -11
CC(C)OCCN1C(=O)CCC1CCNCc1cccc(C(F)(F)F)c1 (stereo unspecified) | 1.6 | -6 | -0.1 | 4
CCCOC(=O)C1=C(C)NC2=C(C(=O)CC(C)(C)C2)C1c1ccc(Br)cc1 (stereo unspecified) | -0.1 | -4 | -0.1 | 0
CCCOC(=O)CN1C(=O)c2ccccc2C1=O | 3.4 | 14 | 0.8 | 1
CCCc1nc2ccc(NC(C)=O)cc2[nH]1 | 1.0 | -9 | -0.2 | 12
O=C(NCC1CCN(C2CCCC2)CC1)Nc1ccc2c(c1)OCO2 | 0.3 | 8 | 0.1 | -36
O=C(COc1ccc(Cl)cc1Cl)Oc1ccc2nc(N3CCOCC3)sc2c1 | 0.4 | 4 | 0.3 | -1
O=C(Nc1ccc(-c2csc(-c3ccccc3)n2)cc1)c1cccc([N+](=O)[O-])c1 | -1.5 | 8 | 0.9 | 12
O=C(CSc1ncn[nH]1)Nc1ccc(Oc2ccccc2)cc1 | -0.9 | -3 | 0.0 | -3
CC(=O)NNC(=O)Cc1ccc(OCC(C)C)cc1 | 0.3 | 3 | 0.9 | -1
COc1ccccc1C1CN(Cc2cnn(C)c2C)Cc2ccccc2O1 (stereo unspecified) | -0.1 | 12 | 0.0 | 8
COc1cc(C(=O)OCCNC(=O)c2ccccc2)cc(OC)c1OC | 0.4 | 9 | 0.1 | 4
O=C(Nc1cccc(O)c1)c1scc2c1CCCC2 | -3.7 | -8 | -0.2 | 79*
CC(C)c1nnc(SCC(=O)NC2CCCCC2)n1C | 0.7 | 8 | -0.1 | -8
COc1ccc(NC(=O)CCC(=O)Nc2ccccc2)cc1 | 0.1 | 0 | 0.1 | -5
CSCCC(NC(=O)c1ccccc1)C(=O)OCC(=O)NCc1ccccc1 (stereo unspecified) | -3.0 | 8 | 0.4 | 8
NC(=O)C1CCN(CC(=O)Nc2c3c(nc4ccccc24)CCC3)CC1 | -1.0 | 0 | -0.1 | 3
Cc1ccc(/C=C2\C(=O)Nc3ccc(Br)cc32)o1 | -1.9 | 12 | -0.1 | 3
COc1c(O)ccc(/C=N\NC(=O)c2ccc(Br)cc2)c1[N+](=O)[O-] | 2.8 | 4 | 0.1 | -1
CS(=O)(=O)N1CCN(C(=O)Cc2noc3ccccc23)CC1 | 0.5 | 5 | 0.2 | 8
CN=C1CN(O)C(c2ccccc2Cl)=c2cc(Br)ccc2=N1 | -0.4 | 14 | -0.1 | -1
CCc1ccc(NC(=O)C(=O)N/N=C(\C)CC(=O)Nc2cccc(C(F)(F)F)c2)cc1 | -1.0 | -2 | -0.1 | -3
Cc1ccc(-c2nnc(Nc3ccc(O)cc3)c3ccccc23)cc1S(=O)(=O)N1CCCCC1 | 0.8 | 6 | -0.2 | 2
Cn1cc(CCC(=O)NCc2ccco2)c2ccccc21 | -0.1 | 13 | -0.7 | -4
CCc1ccc(-n2c(=S)sc3c(=O)n(-c4ccccc4C)c(SCC(=O)Nc4ccc(C)cc4)nc32)cc1 | 0.2 | -8 | 0.2 | 11
COc1ccc(C)cc1NC(=O)c1cc(S(=O)(=O)NCc2ccccc2)ccc1F | -0.6 | 17 | 0.0 | 15
COc1ccc(C)cc1NC(=O)CSCC(=O)Nc1ccccc1 | -1.4 | 12 | 0.0 | 8
CCN=C1S/C(=C\c2ccc(-c3ccc(Cl)c([N+](=O)[O-])c3)o2)C(=O)N1CC | -0.9 | -5 | 0.0 | -4
NC(=O)c1c(NC(=O)COc2ccc([N+](=O)[O-])cc2)sc2c1CCCC2 | 0.0 | 5 | 0.0 | -6
COc1ccc(Nc2cc(C)ncn2)cc1 | -5.6 | -2 | 0.0 | -32
c1ccc2c(-c3cnc4ccc(NC5CCOCC5)nn34)cccc2c1 | -0.5 | -10 | -0.6 | -14
CCN1C(=O)C2(c3ccccc31)c1c(oc3ccccc3c1=O)C(=O)N2CC1CCCO1 (stereo unspecified) | 1.5 | 1 | 0.2 | 4
COC(=O)CN1C(=O)C(O)=C(C(C)=O)C1c1cccc(F)c1 (stereo unspecified) | -1.4 | 0 | -0.1 | -2
NS(=O)(=O)c1ccc(NC(=O)N2c3ccccc3Sc3ccccc32)cc1 | 0.8 | 5 | 0.1 | 10
O=C(CC[C@H]1CN(Cc2ccccn2)CC[C@H]1N1CCOCC1)Nc1ccc(F)cc1 | -0.5 | -1 | 0.6 | 2

Molecules from the list above containing a CF3 group, in the order listed:
SMILES | GPR151 ag | MITF inh | FBW7 activator | TEAD-YAP inh
CC(C)OCCN1C(=O)CCC1CCNCc1cccc(C(F)(F)F)c1 (stereo unspecified) | 1.6 | -6 | -0.1 | 4
CCc1ccc(NC(=O)C(=O)N/N=C(\C)CC(=O)Nc2cccc(C(F)(F)F)c2)cc1 | -1.0 | -2 | -0.1 | -3

More structures follow.
SMILES | GPR151 ag | MITF inh | FBW7 activator | TEAD-YAP inh
CCC(=O)Nc1nc(C)c(Oc2ccccc2)c(=O)[nH]1 | -0.1 | 5 | 0.2 | -2
CC(C)(C)c1csc(-c2cnn(-c3ccc(F)cc3)c2N)n1 | -0.1 | 15 | -0.1 | -9
C=CCc1ccc(OCCn2ccnc2)c(OC)c1 | -1.3 | -28 | 0.0 | -26
Cc1ccc(C(=O)N/C(=C/c2cccnc2)C(=O)N2CCCCCC2)cc1 | 2.1 | 3 | 0.0 | -8
COCCCNC(=O)C1CCN(S(=O)(=O)N2CCOCC2)CC1 | 0.9 | 4 | 0.4 | 5
Cc1cccn2c(=O)c3cc(C(=O)Nc4ccc(C(N)=O)cc4)n(C)c3nc12 | 1.3 | 8 | 0.1 | 9
CCOC(=O)c1sc(NC2=NCCCCC2)nc1C | 0.4 | 2 | 0.1 | -40
O=C(/C=C/c1cccs1)Nc1nc(-c2ccccc2)cs1 | -0.1 | -16 | -0.1 | -38
O=c1c(-c2cnn(-c3ccccc3)c2)coc2c(O)c(O)ccc12 | -0.1 | 7 | -0.1 | -77
Cc1ccc(C)c(S(=O)(=O)/N=C(\c2ccccc2)N(C)C)c1 | 1.1 | 0 | 0.1 | 7
c1coc(C2Nc3cccc4cccc(c34)N2)c1 | 0.6 | 3 | 0.1 | 16
CN1CCNC(=O)C1CC(=O)NCCC(c1ccccc1)c1ccccc1 (stereo unspecified) | -0.4 | 4 | -0.1 | -3
Cc1c(NC(=O)NC2CCCC2)c(=O)n(-c2ccccc2)n1C | 0.2 | 3 | -0.1 | -1
CN(C)c1ncnc(SC#N)c1[N+](=O)[O-] | 0.9 | -21 | 0.1 | 2
Oc1ccccc1-c1cc(-c2ccccc2Cl)[nH]n1 | -5.0 | 15 | -0.1 | -17
O=C(c1nn2c(C(F)(F)F)cc(-c3cc(Br)cs3)nc2c1Br)N1CCN(Cc2ccccc2)CC1 | 0.0 | -2 | 0.0 | 3
CC(c1ccccc1)N1C(=O)NC(NC(=O)c2ccc(F)cc2)(C(F)(F)F)C1=O (stereo unspecified) | -0.1 | 16 | 0.2 | 8
CCn1c(COc2cccc3cccnc23)nnc1SC(F)F | -0.6 | 2 | 0.2 | -5
Cc1[nH]c2ccccc2c1/C=C/c1nc2ccccc2c(=O)n1CCCO | 0.7 | -10 | -0.1 | 3
COC(=O)c1sc(NC(=O)COc2ccc(OC)cc2)c(C#N)c1C | -0.4 | 6 | 0.2 | 11
COc1ccc(C(=O)NCc2csc(C)n2)cc1OC1CCN(C(C)=O)CC1 | -0.3 | 5 | 0.3 | 12
COc1ccc2nc(NC(=O)CNC(=O)Cn3cnc4sc(C)c(C)c4c3=O)sc2c1 | 3.2 | -7 | -0.1 | 0
FC(F)(F)c1ccc(Cn2cnc3c(NC4CC4)nc(-c4cccs4)nc32)cc1 | 0.3 | 3 | -0.1 | -2
COc1cccc(NC(=O)NCc2ccsc2)c1OC | 2.0 | 0 | 0.1 | 1
CC(NC(=O)C1CCCN(c2nnc(-n3cccc3)s2)C1)c1ccccc1 (stereo unspecified) | 0.8 | -1 | -0.2 | -7
CCc1nn(C(C)C(=O)NCCc2ccc(OC)cc2OC)c(=O)c2cc3occc3n12 (stereo unspecified) | -0.2 | 0 | 0.0 | 6
CCOC(=O)c1c(NC(=O)c2cccc(OC)c2)sc(C(=O)Nc2cccc(OC)c2)c1C | -0.4 | -1 | 0.2 | -4
OC1(C2(O)CC(c3ccccc3)NO2)CCCCC1 (stereo unspecified) | -0.6 | -9 | 0.2 | -11
CCN(CC)c1nc(-c2nn[nH]n2)nc(N(CC)CC)n1 | -0.9 | -7 | -0.2 | 2
COCCN1C(=O)C2C(C(=O)Nc3ccc(Br)cc3)C3C=CC2(O3)C1C(=O)NC1CCCCC1 (stereo unspecified) | -0.5 | 11 | 0.1 | -1
CC(C)(C)NCCOCCOc1ccc2ccccc2c1 | 2.5 | 47 | -0.1 | -7
Cc1cc(C)cc(NC(=O)CC(C(=O)O)C2CCCO2)c1 (stereo unspecified) | -0.9 | 3 | 0.0 | -2
O=C(c1nc2ccccn2c1CNCCOc1cccnc1)N1CCOCC1 | -0.9 | -7 | -0.1 | -5
O=C(NNC(=O)c1ccc(=O)[nH]n1)c1cccc(S(=O)(=O)NCc2ccccc2)c1 | -0.3 | 21 | 0.6 | -6
O=C(O)c1c(Cl)nc(Cl)c([N+](=O)[O-])c1Cl | 0.4 | 6 | -0.1 | 15
CC(C)C12CN3CCN(CC(C3)/C1=N\NC(=O)Nc1ccccc1)C2 | -0.4 | 16 | -0.1 | 9
CCSc1ncnc2sc(C)c(C)c12 | 1.0 | 7 | -0.3 | 8
Cc1cccn2c(CN(C)Cc3nccn3C)c(C(=O)N3CCCCC3)nc12 | 0.2 | 0 | 0.0 | -3
O=C1Nc2ccccc2N(O)N1c1ccc(O)cc1 | 0.8 | 6 | -0.3 | 4
CC(=O)CS(=O)(=O)c1ccc(Br)cc1 | 2.5 | 6 | 0.1 | 0
CCN(CC)CCNC(=O)C1=C(C)C(=O)OC12CCCCCC2 | -0.5 | -5 | -0.3 | -10
CC(C)CNC(=O)C1CCCCC1C(=O)O (stereo unspecified) | 0.0 | 9 | -0.1 | -1
CCn1c(SCC(=O)Nc2cccc([N+](=O)[O-])c2)nnc1-c1cccnc1 | 0.2 | 1 | -0.1 | -5
CC1(Cc2ccc(S(C)(=O)=O)cc2)C(=O)Nc2ccc(-c3cccnc3)cc21 (stereo unspecified) | 0.2 | 45 | 0.9 | 19
Cc1ccc(-c2nn(CCC(=O)Nc3cccnc3)c(=O)c3ccccc23)cc1 | 1.7 | 6 | 0.0 | 5
C=CCNC(=O)/C(C#N)=C/c1c(OC)ccc2ccccc12 | 1.3 | 6 | -0.2 | -4
CC(=O)Nc1ccc(SCc2cccc(Cl)c2)nn1 | -0.8 | 5 | 0.1 | 0
O=C(Nc1ccc(Cl)cc1)C1C2C=CC3(O2)C1C(=O)N(CCc1ccccc1Cl)C3C(=O)NC1CCCCC1 (stereo unspecified) | -0.7 | -6 | -0.1 | 9
COc1cccc(NC(=O)C(C)SCc2ccccc2)c1 (stereo unspecified) | -0.7 | 0 | 0.0 | -15
O=C(O)COc1ccc(N2C(=O)C(=O)/C(=C(\O)c3ccccc3)C2c2cccnc2)cc1 (stereo unspecified) | 1.9 | -7 | 0.0 | -5
Cc1ccc(-n2c(-c3cccc(F)c3)nn(CC(=O)N3CCCC3)c2=O)nc1 | 0.4 | 7 | -0.2 | 10
Cc1ccc(Cl)cc1NC(=O)CCN1C(=O)C2C3CCC(C3)C2C1=O (stereo unspecified) | -1.6 | -6 | 0.0 | 1
N#CCC(=O)N/N=C/c1ccc2c(c1)OCO2 | -0.9 | 2 | 0.2 | 4
O=C(CN1CCCCC1)Nc1ccc(Cl)cn1 | -0.6 | 1 | 0.0 | -4
CC(=O)Nc1ccccc1N(C)S(=O)(=O)c1ccc(C)cc1 | 0.3 | -5 | 0.1 | 51*
CC(C)(C)C(=O)N(CCCN1C(=O)c2cccc3cccc(c23)C1=O)c1ccc(Oc2ccccc2)cc1 | 1.3 | 6 | -0.1 | 2
CCC(C(=O)NCc1ccc(C)cc1)n1nc(C)n2c(cc3occc32)c1=O (stereo unspecified) | 1.3 | 2 | -0.1 | 0

4 of the compounds above, field by field.
Molecule: O=C(O)COc1ccc(N2C(=O)C(=O)/C(=C(\O)c3ccccc3)C2c2cccnc2)cc1 (stereo unspecified)
  GPR151 ag: 1.9
  MITF inh: -7
  FBW7 activator: 0.0
  TEAD-YAP inh: -5

Molecule: Cc1ccc(-n2c(-c3cccc(F)c3)nn(CC(=O)N3CCCC3)c2=O)nc1
  GPR151 ag: 0.4
  MITF inh: 7
  FBW7 activator: -0.2
  TEAD-YAP inh: 10

Molecule: Cc1ccc(Cl)cc1NC(=O)CCN1C(=O)C2C3CCC(C3)C2C1=O (stereo unspecified)
  GPR151 ag: -1.6
  MITF inh: -6
  FBW7 activator: 0.0
  TEAD-YAP inh: 1

Molecule: N#CCC(=O)N/N=C/c1ccc2c(c1)OCO2
  GPR151 ag: -0.9
  MITF inh: 2
  FBW7 activator: 0.2
  TEAD-YAP inh: 4
